Screens (PubChem BioAssay)
DNA FID counter: displaces DNA intercalator in HCV helicase counter-screen. DNA fluorescent intercalator displacement, fluorescence. inhibition, % at 7.9 µM. 0.17% of 290,000 active. AID 1845; in the data active = inhibition above about 37%;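 note: 0% = vehicle and 100% = reference compound; higher means more ethidium bromide displaced from hairpin DNA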
HCV NS3 hel inh: HCV NS3 helicase inhibition; 0.56% of 290,000 active; NS3 helicase DNA unwinding, Cy5 molecular beacon fluorescence; inhibition, % at 10.9 µM;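 active = inhibition above the mean of all tested compounds plus 3 SD, set per campaign, cut at about 35% in these data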;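 note: 0% = DMSO wells and 100% = thioflavine S control wells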
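Material: hepatitis C virus NS3 helicase domain fragment enzyme; measured by: Cy5 fluorescence, 0 and 60 min reads; control set: DMSO and thioflavine S; incubation: 60 min unwinding reaction at 25 °C after ATP addition; read-out basis: % inhibition from 60/0 min fluorescence ratio, DMSO 0%, thioflavine S 100%; repeats: singlicate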
UBC9 SUMO inh: blocks human SUMOylation mediated by UBC9; HTRF SUMOylation assay, SAE1/SAE2 + UBC9, in vitro; inhibition, % at 35 µM; 0.36% of 290,000 active; P63279; in the data active = inhibition above about 50%, passing the limit was not always enough; note: strong numbers were not always called active
IDE inh: inhibitors of human insulin-degrading enzyme in cells; P14735; AID 434962; HEK cells, FAbetaB cleavage, fluorescence polarization; inhibition, % at 5.59 µM; 0.41% of 320,000 active;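 active = percent inhibition above the average of all tested compounds plus 3 SD, set per screening campaign, cut at about 16% in these data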;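 note: IDE supplied by intact live HEK cells; FP after avidin binding of uncleaved biotin substrate so inhibition keeps polarization high; 0% = DMSO wells and 100% = 60 µM reference IDE inhibitor Ii1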
IMP-1 inhibitor: blocks Pseudomonas aeruginosa IMP-1 metallo-beta-lactamase; 0.45% of 290,000 active; AID 1556; purified IMP-1, nitrocefin hydrolysis, epi-absorbance fluorescence; inhibition, % at 5.6 µM;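 active = inhibition above the mean plus 3 SD of all compounds in the same screening run, cut at about 4.5% in these data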;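 note: 0% = IMP-1 with DMSO and 100% = DMSO wells lacking enzyme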
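system = purified recombinant IMP-1 beta-lactamase | amount = 0.2 nM IMP-1, as dispensed | medium = HEPES buffer pH 7.1 with ZnSO4 and Brij 35 | times = 25 °C, 15 min preincubation, 25 min reaction | detection = plate fluorescence quenching by hydrolysis product, ex 480/em 530 nm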
VIM-2 inh: inhibitors of Pseudomonas aeruginosa VIM-2 metallo-beta-lactamase; inhibition, % at 5.6 µM; AID 1527; 0.89% of 290,000 active; purified VIM-2, nitrocefin hydrolysis, epi-absorbance fluorescence;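 active = inhibition above the mean of all tested compounds plus 3 SD, cutoff set per screening run, cut at about 7.5% in these data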;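 note: red hydrolysis product quenches plate fluorescence so inhibitors raise well fluorescence; 0% = enzyme with DMSO and 100% = DMSO without enzyme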
p-CIP stab down: compounds decreasing mouse p/CIP protein stability; 0.01% of 290,000 active; AID 1984; Q05BA5; F442A p/CIP-EGFP cells, EGFP fluorescence, 16 h; decrease of EGFP signal, % at 10 µM;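 active = EGFP signal decrease of at least 30% at 10 µM or well 3 SD below plate mean, unless failing retest; inactive = the rest, including hits failing retest or dose response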; note: some compounds called inactive have numbers as strong as hits; many of its hits are not listed in these tables
M18AAP inhibitor: PfM18AAP enzyme inhibition | inhibition, % at 7.35 µM | 1.2% of 290,000 active | recombinant PfM18AAP, H-Glu-NHMec fluorogenic cleavage;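 active = inhibition above the campaign mean inhibition over all tested compounds plus 3 SD, cut at about 28% in these data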;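 note: 0% = plate median of test compound wells and 100% = 2 mM ZnCl2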
IDE act: boosts human insulin-degrading enzyme activity in HEK cells | activation, % at 5.96 µM | FAbeta-B cleavage, fluorescence polarization; 0% vehicle, 100% cell-free pure enzyme wells | 0.073% of 340,000 active | P14735;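 active = activation above the mean of all tested compounds plus 3 SD, set per screening campaign, cut at about 17% in these data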
The depositor's hits bear a star; . = no result given.

SMILES | DNA FID counter | HCV NS3 hel inh | UBC9 SUMO inh | IDE inh | IMP-1 inhibitor | VIM-2 inh | p-CIP stab down | M18AAP inhibitor | IDE act
Cc1ccc(-n2cccn2)c(CN2CCCC(CNC(=O)c3ccc(F)cc3)C2)c1 (configuration not stated) | 5.2 | -9.6 | 5.2 | -5.5 | -2.1 | -4.5 | -7.2 | -3.4 | 5.0
COc1cc(Cl)ccc1OCc1cc(C(=O)N2C[C@@H]3CCC[C@H]2C3)no1 | -31.9 | -4.3 | 17.7 | -0.6 | -2.1 | 0.6 | -19.4 | -14.8 | 3.4
Clc1ccc(SCCCN2CCCCC2)cc1 | 15.2 | -4.6 | 1.8 | 1.7 | -0.7 | 0.2 | -8.0 | -5.9 | -1.6
COc1cccc(C=O)c1OCCN1C(=O)c2ccccc2C1=O | 2.6 | -2.4 | 17.4 | . | -0.6 | -1.4 | -8.5 | -5.5 | 1.2
CN(c1ccccc1)S(=O)(=O)c1cccc(NC(=O)CSc2n[nH]c(N)n2)c1 | -0.2 | -3.2 | 3.4 | -9.4 | -4.6 | -3.4 | -16.1 | -1.6 | -2.1
CCN(CC)c1ccc(NC(=O)Nc2cccc3ccccc23)cc1 | 4.0 | 0.3 | 22.5 | 2.6 | -4.3 | -2.0 | -10.8 | 10.6 | -2.7
Cc1cc(C(F)F)nn1CC(=O)NC1CCCC1 | -5.4 | 12.0 | 16.8 | 2.9 | -3.4 | -2.2 | -7.9 | -3.1 | 2.2
c1csc(CSc2nc3ccccc3s2)c1 | -2.8 | 4.5 | 17.4 | 1.1 | 0.4 | -2.0 | -6.3 | -0.5 | 0.4
O=C(Nc1ccc(Br)cc1)N1CCCCCCC1 | -1.8 | -3.3 | 12.1 | -1.0 | 1.3 | -3.3 | -8.1 | 2.3 | 6.2
O=C1/C(=C/c2cccc(O)c2)SC(=S)N1CC1CCCO1 (configuration not stated) | 3.9 | 29.1 | 4.6 | -2.8 | 0.0 | 1.6 | -21.1 | 11.8 | 3.2
Cc1ccc(-c2nn(C)c(=O)c3ccccc23)cc1S(=O)(=O)N1CCOCC1 | -3.8 | -6.6 | 12.5 | -4.5 | -6.8 | -3.9 | -15.2 | -1.3 | -3.8
NNc1cc(C(=O)O)ccc1Cl | -6.3 | 19.1 | 11.1 | 2.5 | -1.4 | -0.6 | -8.6 | -6.0 | 3.2
COCCNC(=O)c1c[nH]n2c(=O)cc(C3CCN(C(=O)OC(C)(C)C)CC3)nc12 | -58.3 | 41.3* | 1.3 | 6.5 | -1.0 | 0.5 | -3.7 | 13.4 | -6.9
O=C(CN(Cc1ccco1)C(=O)CCC(=O)Nc1ccccn1)NCCc1ccccc1 | -16.8 | 9.5 | 22.2 | 3.7 | -4.5 | -3.0 | -11.5 | 2.0 | -4.9
Cc1ccc(S(=O)(=O)N2CCN(Cc3ccco3)CC2)cc1C | -20.6 | -1.4 | -4.7 | -7.0 | -2.6 | 0.9 | -1.0 | -7.0 | 2.3
O=C(NCC1CCCO1)c1cccc(Oc2ccc([N+](=O)[O-])cc2Cl)c1 (configuration not stated) | -13.6 | -11.7 | -0.5 | 3.1 | -1.6 | -5.5 | 3.4 | 6.2 | -1.1
CC(Nc1nc(N2CCOCC2)nc2ccccc12)c1ccccc1 (configuration not stated) | 9.9 | -6.0 | 8.8 | 1.6 | -2.6 | -1.1 | 0.1 | 7.9 | -5.2
Cc1ccsc1C1C(C#N)=C(N)OC2=C1C(=O)CCC2 (configuration not stated) | 2.5 | 8.4 | -4.9 | -2.1 | -2.4 | -3.8 | 7.1 | 17.0 | -1.6
O=C1C2C(c3ccccc3)C=CC(c3ccccc3)C2C(=O)N1c1ccccn1 (configuration not stated) | -40.0 | 7.2 | -3.1 | 4.4 | 74.8* | 26.1* | 2.7 | -1.7 | 6.2
CC(=O)Oc1ccc2c3c(c(=O)oc2c1C)CCCC3 | -18.7 | 2.4 | 28.2 | 2.6 | -0.5 | 5.9 | 2.9 | -7.5 | 0.1
COc1ccccc1C(=O)NCCn1cc(SCC(=O)Nc2nnc(C)s2)c2ccccc21 | -17.0 | 6.9 | 15.5 | -1.9 | -4.5 | -5.1 | -0.9 | -4.7 | -2.1
COc1ccc(NC(=O)c2cc(S(=O)(=O)N3CCCC3)oc2C)cc1 | -15.2 | 5.1 | -5.2 | 4.1 | -0.4 | 0.5 | -5.5 | 0.5 | 3.2
CC(=O)c1cc(C#N)c(Oc2ccc(Cl)cc2Cl)nc1C | -1.2 | 0.0 | . | 0.6 | -1.0 | -0.3 | . | -14.1 | 2.8
COc1ccc(OC)c(C2C=C(C34CC5CC(CC(C5)C3)C4)NC(=S)N2)c1 (configuration not stated) | -37.1 | 0.4 | 10.6 | 4.9 | -4.0 | -5.1 | -6.4 | 6.7 | 3.6
COc1ccc(CCN2C(=O)C3C4C=CC(C4)C3C2=O)cc1OC (configuration not stated) | -11.7 | 4.4 | -0.7 | 1.3 | -7.8 | -5.0 | 4.5 | 2.4 | 4.0

Additional compounds follow:
SMILES | DNA FID counter | HCV NS3 hel inh | UBC9 SUMO inh | IDE inh | IMP-1 inhibitor | VIM-2 inh | p-CIP stab down | M18AAP inhibitor | IDE act
CCCCCCC(C)OC(=O)Nc1cccc2ccccc12 (configuration not stated) | -18.6 | -11.3 | 3.1 | 0.1 | -2.3 | -1.7 | -0.4 | -6.4 | 2.5
O=C1CC(c2ccc(Cl)cc2)CC(O)=C1C=NCc1ccc(Cl)c(Cl)c1 (configuration not stated) | 0.5 | 0.7 | -15.5 | 11.1 | -2.2 | -3.1 | 9.6 | -10.4 | 0.0
COc1cc(C(=O)NC(C)c2cnn(-c3ccccc3C)c2C)cc(OC)c1OC (configuration not stated) | -19.2 | -6.7 | 16.4 | 1.3 | -2.6 | -3.6 | -14.6 | 1.4 | 2.4
C/C(CC(=O)NC1CCCCC1)=N\NC(=O)c1ccccn1 | -4.4 | -2.8 | 18.8 | -1.1 | -9.6 | 0.0 | 0.4 | 9.2 | 5.0
COc1ccc(C2/C(=C(/O)c3ccc(F)cc3)C(=O)C(=O)N2CCCN2CCOCC2)cc1OC (configuration not stated) | -17.9 | 5.1 | 1.9 | 7.2 | 0.8 | 0.8 | 6.5 | 6.8 | 4.8
COc1cc(C2C(N3C(=O)c4ccccc4C3=O)C(=O)N2c2ccc(C)c(C)c2)cc(OC)c1OC (configuration not stated) | -36.1 | -15.1 | -2.0 | 3.1 | -2.0 | -2.5 | 8.2 | 1.3 | -2.2
COC(=O)CSc1nnc(CNc2nc(-c3ccccc3)cs2)n1C | -15.1 | -11.0 | 9.3 | 1.4 | -3.8 | -2.9 | -2.1 | -1.1 | 2.4
O=C(Nc1ccc(F)c(F)c1)c1ccc2c(c1)OCO2 | 0.4 | -5.6 | 29.6 | -1.6 | -2.1 | -1.8 | -22.3 | 3.0 | -0.8
COc1ccc(C(c2c[nH]c3ccccc23)c2c[nH]c3ccccc23)cc1O | -1.6 | -16.9 | -32.3 | 5.0 | -3.0 | -0.5 | -7.1 | 16.6 | 0.6
COc1ccc(CCNC(=O)C(=O)NCc2cccs2)cc1OC | -9.4 | 12.8 | 2.4 | -2.2 | -2.2 | -1.8 | -8.8 | 2.4 | 1.8
CC(C)n1cc(NC(=O)COc2ccccc2Cl)cn1 | -22.5 | 4.1 | 4.7 | 1.6 | -2.6 | -2.7 | -4.5 | 9.1 | -0.3
CC(=O)Nc1ccc(NC(=O)CSc2nc(N)c(NC(=O)c3ccco3)c(=O)[nH]2)cc1 | 0.9 | 1.3 | 10.0 | 2.0 | -1.8 | -0.3 | 6.7 | 6.1 | -0.4
COc1ccc2[nH]c(C(=O)O)c(NC(=O)c3ccccc3[N+](=O)[O-])c2c1 | -0.5 | 21.8 | 7.1 | 7.8 | 0.1 | 1.0 | -7.9 | -9.8 | 12.9
NC(=O)C1(N2CCCCC2)CCN(S(=O)(=O)c2ccccc2)CC1 | -4.6 | 2.9 | 0.9 | -0.6 | -2.3 | -1.9 | 0.1 | 1.5 | 6.2
Cc1ccc(-c2nn(-c3ccccc3)cc2/C=N/n2c(-c3cccs3)n[nH]c2=S)cc1 | -2.5 | -3.1 | -45.7 | 1.5 | -4.5 | -3.9 | -10.6 | 7.1 | .
O=C(N/N=C/c1cccc2ccccc12)C(=O)N1CCCC1 | -17.8 | 4.1 | -22.5 | -2.5 | -1.6 | -1.5 | 2.3 | 2.4 | -1.9
COc1cccc(OCc2cc(C(=O)N3CCN(C4CCCCC4)C(=O)C3)no2)c1 | -47.5 | -10.5 | 14.8 | -0.6 | -1.6 | -0.7 | -1.4 | -5.6 | 0.1
Cc1ccccc1CNC(=O)c1ccc(CSCc2ccccc2)cc1 | -15.1 | -8.2 | 1.4 | 0.1 | -1.0 | 1.3 | -1.4 | 5.3 | 0.5
CC(C)c1cc(-c2cc(C(=O)NCc3ccccc3)on2)nc(NCC2CC2)n1 | . | . | -28.9 | -2.3 | . | . | -0.4 | . | 2.4
CC1(C)C2CCC(C2)C1(C)NC(=O)CNCC1CCCCC1 (configuration not stated) | 19.1 | -37.8 | 10.7 | -0.2 | -1.7 | -1.7 | -22.8 | -4.2 | 2.6
CCOC(=O)Cn1cnc2c(nnn2-c2cccc(OC)c2)c1=O | -1.5 | -3.7 | 0.9 | 0.3 | -3.9 | -3.5 | -5.6 | 2.6 | 2.3
Cc1cc(C)n(CCN(C)C(=O)C2CCC(=O)N(CCN3CCOCC3)C2)n1 (configuration not stated) | -5.1 | 1.3 | 3.6 | 0.3 | -3.1 | -1.1 | -23.3 | -0.4 | 2.6
O=C(NC1CCCCC1)C(c1ccc(F)cc1)N(Cc1ccco1)C(=O)c1csnn1 (configuration not stated) | -31.9 | -0.8 | 22.2 | 0.8 | -0.6 | -0.9 | 5.1 | -6.7 | 3.3
Cc1sc(N)nc1-c1ccc2c(c1)OCCO2 | -1.2 | 4.5 | -2.2 | -4.1 | -2.9 | -2.5 | 0.9 | 0.1 | 3.1

Structures shown so far containing an aryl thioether with sulfur outside any ring:
SMILES | DNA FID counter | HCV NS3 hel inh | UBC9 SUMO inh | IDE inh | IMP-1 inhibitor | VIM-2 inh | p-CIP stab down | M18AAP inhibitor | IDE act
Clc1ccc(SCCCN2CCCCC2)cc1 | 15.2 | -4.6 | 1.8 | 1.7 | -0.7 | 0.2 | -8.0 | -5.9 | -1.6
CN(c1ccccc1)S(=O)(=O)c1cccc(NC(=O)CSc2n[nH]c(N)n2)c1 | -0.2 | -3.2 | 3.4 | -9.4 | -4.6 | -3.4 | -16.1 | -1.6 | -2.1
c1csc(CSc2nc3ccccc3s2)c1 | -2.8 | 4.5 | 17.4 | 1.1 | 0.4 | -2.0 | -6.3 | -0.5 | 0.4
COc1ccccc1C(=O)NCCn1cc(SCC(=O)Nc2nnc(C)s2)c2ccccc21 | -17.0 | 6.9 | 15.5 | -1.9 | -4.5 | -5.1 | -0.9 | -4.7 | -2.1
COC(=O)CSc1nnc(CNc2nc(-c3ccccc3)cs2)n1C | -15.1 | -11.0 | 9.3 | 1.4 | -3.8 | -2.9 | -2.1 | -1.1 | 2.4
CC(=O)Nc1ccc(NC(=O)CSc2nc(N)c(NC(=O)c3ccco3)c(=O)[nH]2)cc1 | 0.9 | 1.3 | 10.0 | 2.0 | -1.8 | -0.3 | 6.7 | 6.1 | -0.4
